Yeast superoxide: lowers age-related superoxide in aged yeast cells. S. cerevisiae aged cells, superoxide DHE fluorescence; stronger effect = lower value. superoxide response (% of plate mean), % at 10 µM. 330,000 tested, 0.18% active. AID 2690;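 active means superoxide response under a set limit, about three screen SD below normal, cut at about 65% in these data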;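 further: yeast aged for seven days with compound at 30 °C before DHE staining; 100% = average MFI of all compound-treated wells on the plate with controls excluded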
MEX-5 binding: C. elegans MEX-5 TCR-2 RNA binding activity. 300,000 tested, 0.38% active. activity score (negative = inhibition of binding), % at 10 µM. MEX-5/FITC-TCR2 RNA binding, fluorescence polarization; stronger effect = lower value. Q9XUB2;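 active means inhibition past about -25% in most replicates, and total fluorescence under double the plate's negative control median, limit read from the data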;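 further: 0% = DMSO and -100% = 5 µM competing unlabeled TCR2 RNA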
CIT2-GFP yeast: alters CIT2-GFP fluorescence in TOR pathway yeast screen | 320,000 tested, 0.065% active | AID 2029 | S. cerevisiae CIT2-GFP strain, flow cytometry, 3 h; 100 means same as DMSO wells | GFP response vs DMSO, % at 10 µM;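 active means GFP response relative to DMSO above a set limit, near the screen mean plus 3 SD, cut at about 150% in these data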;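 further: ratio of well median GFP fluorescence to mean of DMSO wells on the plate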
AGP1 TOR yeast: alters AGP1-GFP fluorescence in TOR pathway yeast screen. 320,000 tested, 0.02% active. GFP response vs DMSO, % at 10 µM. AID 2066. S. cerevisiae AGP1-GFP multiplex flow cytometry, 3 h; GFP as percent of DMSO wells;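 active means GFP response relative to DMSO above a set limit, near screen average plus 3 SD, cut at about 150% in these data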;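 further: median GFP channel fluorescence of the gated AGP1 strain per well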
GRK2 aptamer HTS: human GRK2 inhibition via aptamer displacement; bead flow cytometry, FAM-aptamer displacement from GRK2; inhibition of aptamer binding, % at 10 µM; 330,000 tested, 0.59% active; AID 488847;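 active means inhibition of aptamer binding above 40%, roughly 3 SD of noise, on plates passing a quality check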;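 further: median bead fluorescence of bound FAM aptamer so fluorescent compounds give negative values; no value below 0 was filed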
Target sequence (P25098 whole entry, looked up): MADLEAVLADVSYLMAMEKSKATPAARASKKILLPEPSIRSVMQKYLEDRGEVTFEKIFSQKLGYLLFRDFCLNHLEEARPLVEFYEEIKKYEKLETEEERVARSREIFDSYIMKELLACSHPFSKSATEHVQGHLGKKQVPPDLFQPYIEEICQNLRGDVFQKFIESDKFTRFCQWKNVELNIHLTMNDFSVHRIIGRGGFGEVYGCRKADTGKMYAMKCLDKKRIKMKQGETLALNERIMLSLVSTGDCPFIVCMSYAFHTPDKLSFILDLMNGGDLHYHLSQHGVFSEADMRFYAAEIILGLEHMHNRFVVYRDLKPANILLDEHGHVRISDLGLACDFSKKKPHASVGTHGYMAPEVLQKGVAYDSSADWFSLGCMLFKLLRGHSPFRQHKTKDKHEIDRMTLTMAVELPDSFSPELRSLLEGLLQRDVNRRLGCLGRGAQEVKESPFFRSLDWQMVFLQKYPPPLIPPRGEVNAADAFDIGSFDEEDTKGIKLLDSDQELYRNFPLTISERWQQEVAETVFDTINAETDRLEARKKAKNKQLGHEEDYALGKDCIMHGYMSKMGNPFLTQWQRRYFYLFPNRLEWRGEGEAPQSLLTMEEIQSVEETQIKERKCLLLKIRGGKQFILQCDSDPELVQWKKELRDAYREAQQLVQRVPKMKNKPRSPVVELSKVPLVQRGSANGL
GLD-1 TGE inh: GLD-1-TGE RNA interaction inhibition (C. elegans). 320,000 tested, 0.44% active. purified GLD-1 + fluorescein TGE RNA, fluorescence polarization. inhibition, % at 5.96 µM. Q17339;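 active means percent inhibition above a per-plate cutoff, the plate mean of test compounds plus 3 SD, cut at about 30% in these data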;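 further: 0% = DMSO wells with GLD-1 and probe and 100% = wells lacking GLD-1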
MCL1-BIM inh: disrupts human MCL1 binding to BIM-BH3 peptide; inhibition, % at 10.9 µM; GST-MCL1 / FITC-Bim-BH3 fluorescence polarization; 320,000 tested, 0.68% active; AID 2057;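 active means inhibition above the mean inhibition of all tested compounds plus 3 SD, set per campaign, cut at about 40% in these data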;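 further: 0% = DMSO wells and 100% = unlabeled Bim-BH3 peptide control; higher means more loss of mP so more displacement of Bim peptide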
VLA-4 inh: inhibition in a human VLA-4 binding assay; P13612; VLA-4 expressing cells, ligand binding flow cytometry; inhibition, % (about 7 µM as worked out from the volumes in the protocol); 330,000 tested, 0.2% active; in the data active means inhibition above about 50%
Bcl-xL primary: Bcl-xL (human) inhibition; AID 2129; inhibition, % at 10.9 µM; 320,000 tested, 0.7% active; Q07817; GST-Bcl-xL / FITC-Bim BH3 peptide fluorescence polarization;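 active means inhibition above the mean of all tested compounds plus 3 SD, cutoff set per campaign, cut at about 30% in these data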;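 further: 0% = DMSO wells and 100% = unlabeled Bim-BH3 peptide competitor; inhibitors lower millipolarization by displacing the labeled peptide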
Target sequence (Q07817 whole entry, looked up): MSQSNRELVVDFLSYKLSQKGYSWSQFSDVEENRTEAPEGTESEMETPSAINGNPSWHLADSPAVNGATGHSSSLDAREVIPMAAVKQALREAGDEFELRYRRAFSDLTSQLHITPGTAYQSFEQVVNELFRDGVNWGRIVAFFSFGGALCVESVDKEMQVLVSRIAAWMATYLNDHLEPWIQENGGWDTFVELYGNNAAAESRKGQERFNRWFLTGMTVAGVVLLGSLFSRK
* hit, by the source's call; . = no result given.

SMILES	Yeast superoxide	MEX-5 binding	CIT2-GFP yeast	AGP1 TOR yeast	GRK2 aptamer HTS	GLD-1 TGE inh	MCL1-BIM inh	VLA-4 inh	Bcl-xL primary
CCCCC#Cc1ccc2c(c1)COc1c3ccccc3nn1-2	94	2.3	78	87	0	3	3	2	1
O=C1Nc2ccc(S(=O)(=O)NCCC3=CCCCC3)c3cccc1c23	115	-5.0	101	89	4	6	10	-21	17
CCNc1nc(NC(C)C)nc(Oc2ccc(OCCOc3ccc(C)cc3)nn2)n1	98	-2.1	92	94	0	2	1	8	3
COc1cc(C2C(C(=O)c3cccs3)=C(O)C(=O)N2CCN2CCOCC2)ccc1OCCC(C)C (stereo not given)	94	2.0	95	103	0	0	2	11	5
CCCSc1nc2sc3c(c2c(=O)[nH]1)CC(C)CC3 (stereo not given)	101	-0.7	96	99	2	-1	-3	16	0
CN(CC(=O)Nc1ccccc1Cl)C(=O)COC(=O)c1ccc(S(=O)(=O)C(F)F)cc1	104	0.0	103	105	13	2	-11	6	-1
CCN(C(=O)CSc1nnc(Cc2ccccc2F)n1N)C1CCS(=O)(=O)C1 (stereo not given)	96	-1.6	103	101	0	-1	1	-6	0
CCOC(=O)C1CCCN(S(=O)(=O)CCNC(=O)c2ccc(F)cc2)C1 (stereo not given)	117	-1.1	100	116	1	-2	-8	-3	-1
COc1cccc(CN2C(=O)CCC2(C)C(=O)NC2CCCC2)c1 (stereo not given)	104	-0.5	93	101	0	1	0	-1	-2
O=C(CN1C(=O)c2cccc3cccc1c23)Nc1cccnc1	89	0.2	110	100	0	-7	1	0	0
CCOc1ccc(C(=O)OCCCN(C)C)cc1	103	4.6	95	93	1	5	0	3	-3
CC(=O)N1CCC(N(CCN2CCOCC2)C(=S)Nc2ccc(C)cc2)CC1	99	1.2	87	96	2	0	3	-18	1
O=C1NC(=Nc2ccccc2Br)SC1(CO)CO	116	-2.2	104	132	0	8	7	5	4
CCCC(=O)OC1CC(C)N(C(=O)c2ccccc2)c2ccc(C)cc21 (stereo not given)	101	-0.7	101	100	0	7	0	-1	5
CC(C)n1c(=S)[nH]c2scc(-c3cccs3)c2c1=O	120	-3.2	100	94	1	5	34	0	21
CCOc1ccc(NC(=O)c2ccccc2NC(=O)CN2CCN(C(C)=O)CC2)cc1	93	-0.6	108	110	0	-3	-3	32	2
Cc1noc(C)c1NC(=O)N(C)C[C@H]1Oc2ccc(NC(=O)CCN3CCOCC3)cc2C(=O)N([C@H](C)CO)C[C@@H]1C	93	.	98	104	0	4	.	-1	.
CCN(C(C)=O)c1nc(CCl)cs1	106	0.2	103	106	0	0	0	1	5
CC(=O)c1cc2c(cc1NC(=O)CSc1nc3ccccc3[nH]1)OCO2	96	-2.3	98	104	0	2	15	21	0
O=c1c2ccccc2nc(SCc2ccc([N+](=O)[O-])cc2)n1CCCO	97	0.2	89	90	0	-4	1	-3	3
O=C(CSC(=S)N1CCCC1)Nc1ncc(Cl)cc1Cl	105	-1.8	91	107	3	7	-1	11	3
Cc1ccc(-c2csc3ncnc(SCC(N)=O)c23)cc1	114	-0.7	95	95	1	7	9	-1	8
O=C(O)c1cccc(NC(=S)N/N=C/c2cccnc2)c1	88	3.4	98	92	1	4	-6	13	-1
COc1cc(SC)ccc1C(=O)OCC(=O)NC(=O)NC(C)C	99	-4.0	101	97	0	1	2	0	-1
COc1ccc2c(c1)C(C)=CC(C)(C)N2C(=O)C(C)N1C(=O)c2ccccc2C1=O (stereo not given)	80	-3.9	98	95	0	0	3	24	5

Reformatted: entries from further up
| Structure | Yeast superoxide | MEX-5 binding | CIT2-GFP yeast | AGP1 TOR yeast | GRK2 aptamer HTS | GLD-1 TGE inh | MCL1-BIM inh | VLA-4 inh | Bcl-xL primary |
| --- | --- | --- | --- | --- | --- | --- | --- | --- | --- |
| CCCCC#Cc1ccc2c(c1)COc1c3ccccc3nn1-2 | 94 | 2.3 | 78 | 87 | 0 | 3 | 3 | 2 | 1 |
| O=C1Nc2ccc(S(=O)(=O)NCCC3=CCCCC3)c3cccc1c23 | 115 | -5.0 | 101 | 89 | 4 | 6 | 10 | -21 | 17 |
| CCNc1nc(NC(C)C)nc(Oc2ccc(OCCOc3ccc(C)cc3)nn2)n1 | 98 | -2.1 | 92 | 94 | 0 | 2 | 1 | 8 | 3 |
| COc1cc(C2C(C(=O)c3cccs3)=C(O)C(=O)N2CCN2CCOCC2)ccc1OCCC(C)C (stereo not given) | 94 | 2.0 | 95 | 103 | 0 | 0 | 2 | 11 | 5 |
| CCCSc1nc2sc3c(c2c(=O)[nH]1)CC(C)CC3 (stereo not given) | 101 | -0.7 | 96 | 99 | 2 | -1 | -3 | 16 | 0 |

The results go on.
SMILES	Yeast superoxide	MEX-5 binding	CIT2-GFP yeast	AGP1 TOR yeast	GRK2 aptamer HTS	GLD-1 TGE inh	MCL1-BIM inh	VLA-4 inh	Bcl-xL primary
Nc1nn(-c2ccccc2)nc1C(=O)OCc1ccccc1	119	1.2	105	102	0	-2	-2	2	-1
Cc1cc(=O)[nH]c(N/N=C/c2ccc(-c3ccc([N+](=O)[O-])cc3)o2)n1	99	0.6	93	97	0	1	-5	-33	-16
N#CC1=C(N)OC2=C(C(=O)CC(c3ccccc3)C2)C1c1ccc2c(c1)OCO2 (stereo not given)	98	-0.9	114	110	0	4	-3	-3	3
O=C(CNC(c1ccccc1)c1ccccc1)Nc1c(F)cccc1F	110	0.8	104	104	2	0	2	-2	5
O=C(CN1CCN(c2ccccn2)CC1)Nc1cccc(S(=O)(=O)N2CCOCC2)c1	118	-1.1	100	104	0	-1	-2	15	-9
Cc1ccc(S(=O)(=O)N2CCOCC2)cc1NC(=O)CSc1nnnn1C	101	0.0	106	108	2	-8	-1	-3	1
CC1CN(CCOc2ccc(F)cc2)CC(C)O1 (stereo not given)	94	-1.1	102	100	2	2	5	0	3
COc1ccc(/C=N/NC(=O)c2cccnc2)cc1Cn1nc([N+](=O)[O-])c(Br)c1C	124	0.1	91	88	0	-2	11	20	8
CN(C)N=Nc1ccc(S(=O)(=O)NC(=O)Cc2ccccc2)cc1	103	-2.5	91	91	0	2	0	8	3
CCC(C)(C(=O)NC1CCCC1)N(CC1CCCO1)C(=O)CNC(=O)c1ccccc1 (stereo not given)	101	0.9	89	104	1	7	6	1	3
CCC(C)[C@H](NC(=O)N1CCCC1)C(=O)OC (stereo not given in full)	89	0.1	102	106	3	10	-1	-4	3
O=C(CSc1cccs1)NCCc1ccccc1	103	-0.5	96	93	7	-4	10	27	4
COc1ccc(C(=O)C2CCN(CC(=O)NCc3ccccc3)CC2)cc1	82	-0.5	103	104	1	-2	2	5	1
CCOc1ccc(OCc2ccc(C(=O)NN=Cc3ccc[nH]3)cc2)cc1	97	.	100	96	0	-4	.	-10	.
Cc1ccc(OCC(O)CN2CCC(Cc3ccccc3)CC2)c(C)c1 (stereo not given)	87	3.6	103	101	0	0	-1	7	2
CCCCNC(=S)N(CCN(CC)CC)Cc1cc2cc3c(cc2[nH]c1=O)OCCO3	102	-5.3	109	109	0	-6	10	7	7
COc1ccc(Cl)cc1NC(=O)CN(C)C1CCCCC1	93	2.1	100	102	0	8	-6	-4	-6
CC1CCC(C(C)C)C(OCC[N+](C)(C)C)C1 (stereo not given)	105	1.3	94	100	2	6	-19	-9	-6
Clc1ccc(Cn2cccc2C2=NCCO2)cc1	99	-0.2	113	104	0	1	-2	-12	6
CCOc1cccc(N2C(=O)CC(n3cnc4ccccc43)C2=O)c1 (stereo not given)	84	-0.7	96	98	1	-1	3	-8	2
COc1ccc(N=C2C(=Nc3ccc(OC)cc3)N(c3ccc(OC)cc3)C(=S)N2C(=O)c2ccc(OC)cc2)cc1	108	-0.9	102	105	1	4	3	7	3
Cc1ccc(C)c(N2CCN(C(=S)NC3CCCCC3)CC2)c1	104	-1.6	98	94	0	4	12	-1	7
CC/C(C)=N/Nc1nc(-c2cc3cccc(OC)c3oc2=O)cs1	103	1.4	88	102	3	3	2	11	4
O=S(=O)(c1cccc(-c2nnco2)c1)N1CCOCC1	99	1.0	102	98	3	4	3	-7	4
Nc1c(C(=O)NC23CC4CC(CC(C4)C2)C3)sc2nc3c(c(C(F)(F)F)c12)CCC3	97	-6.2	115	124	2	0	-3	14	0
Cc1cc(C(=O)Nc2cccnc2)on1	109	-0.5	98	111	3	3	12	19	3
CC1(C)Cc2c(C#N)c(NCCN3CCOCC3)nc(-c3ccccc3)c2CO1	101	1.2	111	109	0	8	3	-1	4
COC(=O)c1ccc(CSc2nc(N3CCOCC3)c3c(c2C#N)CC(C)(C)OC3)o1	113	1.0	94	103	1	-1	6	-2	5
CCOC(=O)C1CCCN(C(=O)CNC(=O)Cn2ccc3ccccc3c2=O)C1 (stereo not given)	96	.	101	107	1	2	3	6	3

An excerpt from above in order of molar mass, ascending:
SMILES	Yeast superoxide	MEX-5 binding	CIT2-GFP yeast	AGP1 TOR yeast	GRK2 aptamer HTS	GLD-1 TGE inh	MCL1-BIM inh	VLA-4 inh	Bcl-xL primary
CCN(C(C)=O)c1nc(CCl)cs1	106	0.2	103	106	0	0	0	1	5
CCC(C)[C@H](NC(=O)N1CCCC1)C(=O)OC (stereo not given in full)	89	0.1	102	106	3	10	-1	-4	3
CC1CN(CCOc2ccc(F)cc2)CC(C)O1 (stereo not given)	94	-1.1	102	100	2	2	5	0	3
N#CC1=C(N)OC2=C(C(=O)CC(c3ccccc3)C2)C1c1ccc2c(c1)OCO2 (stereo not given)	98	-0.9	114	110	0	4	-3	-3	3
Cc1ccc(S(=O)(=O)N2CCOCC2)cc1NC(=O)CSc1nnnn1C	101	0.0	106	108	2	-8	-1	-3	1
